TROY NFkB inh: blocks TROY-dependent signaling in reporter cells; Q293 LMP1-TROYcd NF-kB luciferase reporter, 4 h; 0.98% of 360,000 active; inhibition, % at 10 µM; AID 1347056;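 active = compounds whose plate-normalised and pattern-corrected inhibition of the luciferase reporter signal at the single screening dose is 50% or more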
NCOA2 inhibitor: human SRC2 (NCOA2) inhibition; 0.17% of 370,000 active; inhibition, % at 9 µM; AID 651957; Q15596; HEK293 GAL4-SRC2 luciferase reporter, luminescence;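 active = inhibition above the mean inhibition of all tested compounds plus 3 SD, set per campaign, cut at about 52% in these data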;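 note: 0% = DMSO treated cells and 100% = cells given Gossypol at 36 µM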
EBV LMP1 NFkB: Epstein-Barr LMP1 NF-kappaB reporter inhibition. LMP1-induced NF-kappaB luciferase reporter cells, luminescence. inhibition, % at 12.5 µM. 0.69% of 350,000 active; in the data active = inhibition above about 41%;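 note: 0% = neutral control wells and 100% = reference inhibitor control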
SRC3 inh: inhibitors of human steroid receptor coactivator 3 (SRC3); Q9Y6Q9; HEK293 GAL4-SRC3 luciferase reporter, luminescence; inhibition, % at 3.6 µM; 0.17% of 360,000 active;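 active = inhibition above a per-campaign cutoff, the mean of all compounds plus 3 SD, cut at about 60% in these data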;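 note: 0% = DMSO-treated cells and 100% = gossypol-treated cells at 36 µM; higher means less SRC3-driven luciferase light from the GAL4 reporter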
Target sequence (Q9Y6Q9 whole entry, looked up, the tested form may be a part): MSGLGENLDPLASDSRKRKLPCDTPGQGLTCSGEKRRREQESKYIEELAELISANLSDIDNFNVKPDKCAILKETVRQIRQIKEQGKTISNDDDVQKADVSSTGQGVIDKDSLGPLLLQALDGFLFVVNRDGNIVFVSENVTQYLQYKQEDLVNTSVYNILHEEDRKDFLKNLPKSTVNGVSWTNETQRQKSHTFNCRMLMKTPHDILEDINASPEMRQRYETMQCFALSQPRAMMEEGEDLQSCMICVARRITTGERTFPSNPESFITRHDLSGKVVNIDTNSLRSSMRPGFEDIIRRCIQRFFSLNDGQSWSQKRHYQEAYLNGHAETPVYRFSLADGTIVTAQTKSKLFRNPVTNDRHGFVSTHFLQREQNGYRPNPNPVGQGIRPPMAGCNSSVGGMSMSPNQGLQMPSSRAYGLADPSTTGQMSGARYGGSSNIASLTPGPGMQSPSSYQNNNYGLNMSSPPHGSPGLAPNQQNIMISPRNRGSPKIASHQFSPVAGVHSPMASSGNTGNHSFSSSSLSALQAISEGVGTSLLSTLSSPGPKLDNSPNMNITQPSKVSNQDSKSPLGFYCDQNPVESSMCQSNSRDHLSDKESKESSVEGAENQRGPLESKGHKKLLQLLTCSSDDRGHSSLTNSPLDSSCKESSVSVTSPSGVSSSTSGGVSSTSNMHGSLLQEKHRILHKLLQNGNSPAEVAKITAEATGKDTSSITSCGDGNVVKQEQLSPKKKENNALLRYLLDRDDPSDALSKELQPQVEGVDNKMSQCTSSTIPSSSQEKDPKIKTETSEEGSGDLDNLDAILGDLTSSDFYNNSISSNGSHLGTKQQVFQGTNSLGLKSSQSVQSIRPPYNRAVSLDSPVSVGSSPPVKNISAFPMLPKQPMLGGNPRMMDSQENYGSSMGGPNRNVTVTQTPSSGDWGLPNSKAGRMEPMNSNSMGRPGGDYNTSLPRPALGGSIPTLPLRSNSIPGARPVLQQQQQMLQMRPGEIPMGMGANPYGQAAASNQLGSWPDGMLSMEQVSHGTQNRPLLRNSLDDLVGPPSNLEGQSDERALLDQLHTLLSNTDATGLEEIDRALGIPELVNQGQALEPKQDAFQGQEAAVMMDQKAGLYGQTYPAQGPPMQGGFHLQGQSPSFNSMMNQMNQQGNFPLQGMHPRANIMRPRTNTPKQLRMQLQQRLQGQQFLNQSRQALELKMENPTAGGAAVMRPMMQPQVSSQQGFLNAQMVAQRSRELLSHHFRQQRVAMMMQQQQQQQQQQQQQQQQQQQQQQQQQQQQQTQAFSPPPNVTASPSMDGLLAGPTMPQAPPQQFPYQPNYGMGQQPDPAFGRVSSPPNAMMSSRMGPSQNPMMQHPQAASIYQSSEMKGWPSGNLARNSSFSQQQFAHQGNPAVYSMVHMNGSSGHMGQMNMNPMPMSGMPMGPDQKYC
C8 TRAIL sens: sensitizes caspase-8 expressing cells to TRAIL | NB7+C8 cells + TRAIL, ATPlite viability luminescence | inhibition (viability loss, TRAIL sensitization), % at 10 µM | 1% of 360,000 active;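 active = compounds causing at least 50% loss of cell viability in the single-dose screen, relative to plate controls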
NR2F2 inh: inhibitors of human COUP-TFII (NR2F2) | P24468 | HEK293T NGFI-A luciferase reporter, luminescence | inhibition, % at 8.6 µM | 0.7% of 370,000 active;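 active = inhibition above a per-plate cutoff, mean inhibition of test wells between control levels plus 3 SD, cut at about 38% in these data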;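 note: cells cotransfected with COUP-TFII expression vector driving the NGFI-A reporter; 0% = median of COUP-TF2 test wells and 100% = reporter-only cells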
NR5A2 inv ag: suppresses constitutive activity of human LRH-1 | O00482 | HEK293T StAR-luciferase reporter, LRH-1 transfected, 24 h | inhibition, % at 3.6 µM | 0.13% of 360,000 active;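 active = inhibition above the mean inhibition of all tested compounds plus 3 SD, cut at about 73% in these data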;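 note: 0% = DMSO wells and 100% = reporter-only cells lacking LRH-1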
TWEAK-Fn14 inh: inhibitors of TWEAK-Fn14 interaction signaling; TWEAK-stimulated Fn14 reporter cells, luciferase luminescence, 8 h; inhibition, % at 10 µM; 2% of 360,000 active; in the data active = inhibition above about 50%
SRC1 inh: human NCOA1 inhibition. Q15788. HEK293 GAL4-SRC1 luciferase reporter, luminescence. inhibition, % at 3.6 µM. 0.12% of 360,000 active. AID 588354;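 active = inhibition above the campaign mean plus 3 SD, with each screening campaign given its own cutoff, cut at about 60% in these data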;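 note: 0% = DMSO treated cells and 100% = gossypol at 36 µM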
NOD2-RIPK2 inh: NOD2-RIPK2 protein interaction inhibition. O43353. CHO BLA complementation NOD2-RIPK2, CCF4 ratio. inhibition, % at 4.98 µM. 0.38% of 360,000 active; in the data active = inhibition above about 21%;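 note: 0% = vehicle only and 100% = reference blocker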
TLR9-MyD88 block: TLR9-MyD88 interaction inhibition | AID 504734 | 0.21% of 340,000 active | inhibition, % at 4.98 µM | CHO BLA complementation TLR9-MyD88, CCF4 FRET ratio;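 active = inhibition above the mean over all tested compounds plus 3 SD, cut at about 21% in these data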;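 note: 0% = DMSO only wells and 100% = clavulanate BLA inhibitor control wells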
The depositor's hits bear a star; / = no result given. This is a subset. The share of hits here may be higher or lower than overall.

SMILES	TROY NFkB inh	NCOA2 inhibitor	EBV LMP1 NFkB	SRC3 inh	C8 TRAIL sens	NR2F2 inh	NR5A2 inv ag	TWEAK-Fn14 inh	SRC1 inh	NOD2-RIPK2 inh	TLR9-MyD88 block
O=C(CCN1C(=O)/C(=C/c2cccs2)SC1=S)Nc1ccc(C(=O)O)cc1	-5.1	-1.0	1.5	-19.8	4.8	15.8	-3.0	24.9	-8.1	-15.1	-3.9
CC1(C(=O)NS(=O)(=O)c2cccc(F)c2)CCN1C(=O)CCC1CCCC1 (stereo unspecified)	11.2	-4.2	/	-17.1	-12.9	4.3	1.7	20.5	-0.9	-3.0	/
Cc1ccc(Nc2nc(N)nc(CSc3nncn3C)n2)cc1	-35.8	-50.3	3.2	-56.8	14.2	-22.2	-53.3	-13.6	-48.3	-5.3	2.4
COC(=O)c1ccccc1NS(=O)(=O)c1ccc2c3c(cccc13)C(=O)N2	0.4	-3.4	-3.6	25.7	-8.8	6.3	-16.7	1.8	2.4	11.2	3.5
O=C(NNC(=O)c1ccc2ccccc2c1O)NC1CCCCC1	-4.6	6.0	-13.2	27.7	-5.7	-9.6	13.7	-6.7	9.3	-11.6	0.4
CCC(C)N(C(=O)COC(=O)c1cc([N+](=O)[O-])ccc1N)C1CCS(=O)(=O)C1 (stereo unspecified)	-11.3	-1.8	0.2	15.6	-10.6	-13.3	7.3	-1.9	15.2	-5.5	2.9
CCCNC(=O)CCn1nc(-c2ccc(C)cc2)c2ccccc2c1=O	5.4	15.2	-1.5	-8.0	3.9	-0.8	-9.6	-3.8	-16.0	5.8	-11.1
NC(=O)CSc1nnc2n(-c3ccccc3)c(=O)c3c4c(sc3n12)CCCCC4	1.9	-16.8	11.6	15.9	-9.7	-23.1	13.0	-3.7	7.0	-14.8	-1.9
CC1(C)CC(=O)C=C(c2cccc(OC(=O)c3ccc(-c4ccccc4)cc3)c2)C1=O	-76.2	11.3	-14.5	-16.3	7.2	3.8	-8.3	-16.1	3.4	-1.6	-6.6
COc1ccc(CC(=O)NC2CCCc3ccccc32)cc1 (stereo unspecified)	25.1	18.6	3.6	0.7	22.6	13.5	-9.6	6.3	13.9	-3.6	4.7
COc1cccc(C(=O)NC2CCCc3c2cnn3-c2cc(C)cc(C)c2)c1 (stereo unspecified)	4.4	0.5	2.6	-7.5	6.1	10.6	2.0	-6.7	6.2	0.9	0.4
Cc1noc(C)c1NC(=O)Nc1ccc2c(c1)C(=O)N([C@H](C)CO)C[C@H](C)[C@@H](CN(C)C(=O)Nc1c(C)noc1C)O2	4.0	6.7	0.5	-14.0	-2.7	-4.0	1.0	9.8	7.2	1.8	-2.1
O=CNCCc1nc2ccccc2n1CCc1ccccc1	21.1	14.6	-0.9	11.3	-7.2	-7.8	-6.7	-9.5	3.7	3.4	-7.3
Cc1nonc1C(=O)N/N=C/c1ccncc1	-20.3	-1.1	-2.0	-12.1	-7.2	-7.6	-9.0	-14.3	-14.9	-0.8	0.9
Brc1cccc(-c2nc3c4ccccc4ccn3c2Cc2ccccc2)c1	-33.8	-33.5	/	-4.0	-5.4	-8.4	16.9	-26.1	-22.4	-8.3	/
COC(=O)c1cncc(O)c1	0.9	-3.4	3.9	17.1	-1.7	6.6	-4.3	25.1	-20.9	-6.9	-1.7
FC(F)(F)c1cccc(-n2c(Cn3nnc4ccccc43)n[nH]c2=S)c1	-29.0	-5.9	/	8.9	5.4	-5.7	-2.7	6.0	-5.4	5.6	/
Cn1cncc1C#Cc1ccc2cc(C(C)(C)O)oc(=O)c2c1	-9.5	15.8	11.3	-20.4	14.4	-7.7	-15.1	-5.2	-2.4	1.0	-5.8
Cc1cccc([C@@H]2[C@@H]3C(=O)N(Cc4ccccc4)C(=O)[C@@H]3[C@]3(C)C(=O)N(c4ccc(Br)cc4)C(=O)N23)c1	-4.5	/	5.3	-15.9	-5.5	/	-4.0	15.0	-3.4	1.1	-3.4
O=[N+]([O-])c1ccc(/C=N/NC2=NS(=O)(=O)c3ccccc32)cc1	-19.1	15.1	-8.0	-5.2	-1.6	9.8	10.7	1.3	-14.3	2.3	9.7
COc1ccc(CCNc2oc(-c3ccc(OC)c(OC)c3)nc2C#N)cc1	0.2	2.7	8.9	13.0	2.9	-4.8	6.3	-8.1	8.0	1.5	-2.3
CCOC(=O)N1N=C(C)CC1(O)c1ccc(Cl)cc1 (stereo unspecified)	-13.2	-9.2	-7.5	0.4	-2.8	-21.2	6.1	-3.0	1.6	0.9	4.0
Cc1ccc(-c2onc3ccc(Br)cc23)cc1	-34.7	9.2	-1.0	-4.4	-5.6	3.1	8.4	14.8	-0.9	-5.8	7.6
CC(=O)Nc1ccc(NC(=O)C(C)OC(=O)C2(c3ccc(Cl)cc3)CCCC2)cc1 (stereo unspecified)	10.7	24.9	4.6	14.0	3.4	2.1	-11.4	8.6	-2.0	5.4	2.9
CCOc1cccc(C2/C(=C(/O)c3ccc4c(c3)CC(C)O4)C(=O)C(=O)N2CCN2CCOCC2)c1 (stereo unspecified)	-10.8	-18.2	-2.5	-1.7	-16.1	5.0	-10.7	-5.7	-19.4	-0.5	-6.8

Going on with the list.
SMILES	TROY NFkB inh	NCOA2 inhibitor	EBV LMP1 NFkB	SRC3 inh	C8 TRAIL sens	NR2F2 inh	NR5A2 inv ag	TWEAK-Fn14 inh	SRC1 inh	NOD2-RIPK2 inh	TLR9-MyD88 block
c1ccc2c(c1)CCN(c1nc3cc4c(cc3s1)OCO4)C2	1.6	-13.5	-72.2	-101.3	36.8	-49.5	-158.6	58.4*	-91.5	-3.1	3.0
NS(=O)(=O)c1ccc(CNC(=O)c2cnccn2)cc1	2.2	-17.7	5.7	8.2	2.2	13.2	1.3	-11.4	24.8	-7.2	11.9
CCCCC1=CC2=CC(=O)C(C)(OC(=O)CC)C(=O)C2=CN1Cc1ccc(OC)cc1 (stereo unspecified)	-2.3	4.4	-0.9	-3.0	8.8	4.0	1.6	3.1	-6.9	0.5	0.4
CCCCn1c(-c2c(Cl)c(C)nn2C)n[nH]c1=S	-5.6	4.5	1.4	-0.8	0.9	-11.0	1.3	19.6	0.4	2.7	-3.9
CCc1noc(C)c1C(=O)N1CCN(S(=O)(=O)c2cccs2)CC1	-25.5	-13.2	4.0	2.1	-8.3	-6.9	5.5	5.7	3.3	5.7	9.8
Cc1ccc2nc(C)c(C(=O)N/N=C/c3cccs3)cc2c1	-5.3	0.0	-5.3	-3.7	-3.3	-14.9	-8.5	-4.2	7.2	3.2	8.6
CC(=O)N1CCC(N(CCN2CCOCC2)C(=S)Nc2ccc(C)cc2C)CC1	8.4	-10.4	4.6	5.8	-7.6	-19.9	-1.0	16.3	4.7	-5.1	-2.5
Nc1ccc(S(=O)(=O)c2cccc(N)c2)cc1	5.8	10.1	4.4	14.0	-32.7	9.4	11.3	11.3	-12.2	-6.7	0.2
OCC1OC(n2cnc3c(SCc4ccccc4)nc(NO)nc32)C(O)C1O (stereo unspecified)	-13.9	15.7	-7.0	1.9	8.9	14.4	5.7	-17.1	-5.9	1.3	4.0
Cc1cc(C)cc(NC(=O)Nc2ccc3c(c2)N(C)C(=O)CS3)c1	32.0	-23.4	-3.2	-0.6	23.8	-4.8	-22.0	44.4	-2.2	-5.0	-10.4
Nc1nc(SCC(=O)NCc2ccccc2Cl)[nH]c(=O)c1NC(=O)c1ccccc1F	-22.4	-6.5	12.5	23.2	10.7	-5.3	6.0	-2.2	15.3	-9.6	-5.2
Cc1ccc(NC(=O)c2cccc(NC3=NC4CS(=O)(=O)CC4S3)c2)cc1C (stereo unspecified)	10.2	-25.6	-19.4	8.0	-1.9	9.5	-12.4	-7.7	9.6	8.3	-17.7
CCNCc1ccc(OCc2cccs2)c(OCC)c1	-4.1	-1.8	-5.6	-7.7	-3.5	7.5	2.4	-18.4	-11.5	-5.9	-3.3
O=C(O)CCCNc1ccc(S(=O)(=O)N2CCCCC2)cc1	5.4	6.3	-2.4	0.7	-1.7	-1.5	2.5	-4.9	-0.5	3.0	-2.2
COC(=O)c1cccc(S(=O)(=O)N2CCC(n3nnc4cc(F)ccc43)CC2)c1	-7.1	-0.7	15.2	-10.1	-1.3	-6.0	-16.0	-12.9	0.4	-2.0	-8.1
CN(C)C(=S)SCC(=O)Nc1ccc(Cl)cc1Cl	-32.5	-24.8	-23.5	-2.6	-2.7	7.6	-29.2	-35.7	-56.8	2.7	-8.5
Cc1cccc(-c2noc(CCC(=O)NCc3ccco3)n2)c1	23.9	-2.5	-2.0	-14.6	1.8	-4.5	2.7	0.2	5.2	-6.2	2.0
Cc1cc(C)c(NC(=S)NCC2CCN(C(C)c3ccccc3)C2)c(C)c1 (stereo unspecified)	-27.2	-0.7	0.5	21.2	-1.7	9.1	-1.1	-6.9	1.5	-5.0	-6.9
NC(=O)c1ccc(N2CCN(c3ccccc3O)CC2)c([N+](=O)[O-])c1	3.9	24.0	-9.4	7.5	2.3	16.0	6.5	-26.3	6.7	5.6	-13.4
O=C(CC1SC(=NCC2CCCO2)NC1=O)Nc1cc([N+](=O)[O-])ccc1Cl (stereo unspecified)	-23.0	-4.0	-0.1	-1.6	5.1	20.0	3.8	-10.4	-24.2	0.5	-3.6
CCOC(=O)NNC(=S)Nc1c(C)n(C)n(-c2ccccc2)c1=O	6.8	-19.0	-4.0	2.5	7.0	-10.5	0.8	-6.7	1.8	-5.8	-0.9
O=C(Nc1ccc(Cl)cc1)N1CCC(c2nc(-c3ccccc3Cl)no2)CC1	36.8	31.2	15.9	8.0	8.4	22.0	-1.2	18.4	2.5	1.2	11.8
Cc1cccc(C)c1N1C(=O)c2ccccc2NC(=O)C1C(=O)Nc1ccc(N2CCOCC2)cc1 (stereo unspecified)	/	9.9	/	/	-8.5	-4.7	10.3	/	/	-15.9	/
COc1ccc([C@@H]2COc3c(ccc4c3C=CC(C)(C)O4)C2)c(OC)c1	-31.0	-29.1	-0.1	-1.4	-14.8	1.4	-6.0	-14.7	3.6	-9.0	2.8
O=C(O)C(Oc1ccc(Cl)cc1)c1ccc(Cl)cc1 (stereo unspecified)	-5.7	15.3	-6.4	2.9	-5.6	-0.6	23.0	-5.4	-5.7	-7.7	1.3
CCOC(=O)C1CCCN(C(=O)c2cccc(NC(=O)C(CC)CC)c2)C1 (stereo unspecified)	-10.0	-6.7	3.8	28.6	-0.2	11.4	-1.7	-18.3	11.7	-16.7	1.8
Cc1ccsc1/C=N/NC(=O)c1cccnc1	-5.9	3.6	6.8	-31.8	4.9	-24.4	-4.0	2.1	-26.9	4.3	-7.4
Cc1nc(N2CCN(c3ccccn3)CC2)c2c(C)c(C(=O)Nc3ccc(F)cc3)sc2n1	25.7	-1.1	17.8	14.7	0.5	19.3	6.6	18.8	-15.3	-5.2	1.8

Ordered by value in SRC1 inh (highest first): three from the list above
SMILES | NCOA2 inhibitor | EBV LMP1 NFkB | SRC3 inh | NR2F2 inh | NR5A2 inv ag | TWEAK-Fn14 inh | SRC1 inh | NOD2-RIPK2 inh | TLR9-MyD88 block
CCCCn1c(-c2c(Cl)c(C)nn2C)n[nH]c1=S | 4.5 | 1.4 | -0.8 | -11.0 | 1.3 | 19.6 | 0.4 | 2.7 | -3.9
FC(F)(F)c1cccc(-n2c(Cn3nnc4ccccc43)n[nH]c2=S)c1 | -5.9 | / | 8.9 | -5.7 | -2.7 | 6.0 | -5.4 | 5.6 | /
Nc1ccc(S(=O)(=O)c2cccc(N)c2)cc1 | 10.1 | 4.4 | 14.0 | 9.4 | 11.3 | 11.3 | -12.2 | -6.7 | 0.2

Assay outcomes from PubChem BioAssay.
